Rab7 wt modul – alters GTP binding to wildtype dog Rab7 | GST-Rab7 beads, fluorescent GTP binding, flow cytometry; actives lie on both sides; untreated = 100%, excess cold GTP = 0% | GTP binding activity (percent of control), % at 10 µM | hit rate 0.055% among 190,000;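 active means fluorescent GTP binding to Rab7 beads changed by at least 20 points from the 100% baseline, either direction, mostly lower; inconclusive means compound itself probably fluorescent, or too few beads counted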;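 further: median green fluorescence of bound Bodipy-FL-GTP per Rab7 bead population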
Cdc42 wt – modulators (inhibitors or activators) of GTP binding to human Cdc42 wildtype; P60953; GST-Cdc42 beads, Bodipy-GTP binding, flow cytometry; actives lie on both sides; percent activity (GTP binding), % at 10 µM; hit rate 0.2% among 190,000; AID 761;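 active means percent activity GTP binding at least 20 points away from the 100% baseline, either down as inhibitor or up as activator; inconclusive means compound flagged as likely green fluorescent from well-wide comparison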;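 further: median bead fluorescence of bound Bodipy-FL-GTP at 100 nM; 0% = excess unlabeled GTP control and 100% = no compound control; below 100% means less GTP binding so inhibitor and above means activator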
Target sequence (P60953 whole entry, looked up): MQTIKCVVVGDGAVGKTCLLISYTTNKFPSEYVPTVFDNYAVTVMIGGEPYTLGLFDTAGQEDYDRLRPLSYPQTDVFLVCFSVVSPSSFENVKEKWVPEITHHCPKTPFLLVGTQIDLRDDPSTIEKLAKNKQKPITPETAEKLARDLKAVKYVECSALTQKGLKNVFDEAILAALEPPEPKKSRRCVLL
Bfl-1 Bim block – human Bim-Bfl-1 interaction inhibition. Bead-based flow cytometry, Bim-Bfl-1 binding inhibition. Q16548. hit rate 0.12% among 190,000. inhibition, % at 10 µM;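 further: 0% = wells without compound plus tracer and 100% = blocker peptide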
Bcl-2 Bim block – human Bim-Bcl-2 interaction inhibition. Bead-based flow cytometry, Bim peptide-Bcl-2 binding. inhibition, % at 10 µM. hit rate 0.06% among 190,000; in the data active means inhibition above about 40%; inconclusive means no clear call, values can overlap the other calls;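 further: 0% = no compound wells with probe peptide and 100% = reference peptide inhibitor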
Bim-Bcl-W – inhibitors of Bim-Bcl-W interaction, human; AID 952; hit rate 0.02% among 190,000; bead-based flow cytometry, Bim peptide-Bcl-W binding; Q92843; inhibition, % at 10 µM;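 further: 0% = bound tracer without compound and 100% = peptide blocker; higher means less fluorescent Bim peptide bound to Bcl-W beads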
Target sequence (Q92843 whole entry, looked up): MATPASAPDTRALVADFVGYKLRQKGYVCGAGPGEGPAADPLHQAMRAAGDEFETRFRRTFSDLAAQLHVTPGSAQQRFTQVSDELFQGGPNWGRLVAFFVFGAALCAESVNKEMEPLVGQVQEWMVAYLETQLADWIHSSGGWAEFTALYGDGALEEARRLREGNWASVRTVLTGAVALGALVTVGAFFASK
HRas wt GTP – changes GTP binding to wildtype human HRas; GTP binding activity, % at 10 µM; hit rate 0.14% among 190,000; GST-Ras wt beads, Bodipy-FL-GTP binding, flow cytometry; actives lie on both sides; P01112; AID 759;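 active means GTP binding activity at least 20% away from the 100% baseline, either lowered as inhibitor or raised as activator; inconclusive means flagged as likely green fluorescent, judged across all proteins in the well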;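 further: 0% = unlabeled GTP competition control and 100% = no-compound control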
Bim-Bcl-XL – human Bim-Bcl-XL interaction inhibition; Q07817; Bim peptide-Bcl-XL binding, bead flow cytometry, fluorescence; inhibition, % at 10 µM; hit rate 0.04% among 190,000; AID 1007
Target sequence (Q07817 whole entry, looked up): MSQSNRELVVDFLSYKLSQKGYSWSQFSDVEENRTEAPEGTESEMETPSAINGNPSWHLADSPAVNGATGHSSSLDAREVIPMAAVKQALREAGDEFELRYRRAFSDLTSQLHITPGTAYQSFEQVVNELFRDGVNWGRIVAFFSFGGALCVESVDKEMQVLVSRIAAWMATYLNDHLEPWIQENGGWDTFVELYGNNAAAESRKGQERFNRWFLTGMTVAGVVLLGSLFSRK
Rac1 wt modul – alters GTP binding to wildtype human Rac1; P63000; GST-Rac1 beads, fluorescent GTP binding, flow cytometry; actives lie on both sides; 0 = cold GTP competed, 100 = untreated; GTP binding activity (% of control), % at 10 µM; hit rate 0.27% among 190,000;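 active means GTP binding activity at least 20 points away from the 100% control level, either lower or higher; inconclusive means compound flagged as likely green fluorescent, judged across all proteins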
Rab2A wt mod – changes GTP binding to wildtype dog Rab2A, up or down | P61105 | AID 760 | GTP binding activity, % at 10 µM | GST-Rab2 wt beads, Bodipy-GTP binding, flow cytometry | hit rate 0.19% among 190,000;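 active means GTP binding activity at least 20 points away from 100%, either lowered or raised; inconclusive means signal likely due to the compound's own green fluorescence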;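 further: 0% = beads with excess unlabeled GTP and 100% = no-compound control corrected for plate trend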
Rac1 mut GTP – alters GTP binding to activated mutant human Rac1 | P63000 | GST-Rac1 activated beads, fluorescent GTP binding, flow cytometry; actives lie on both sides; 100% means binding = to untreated wells | percent activity (GTP binding), % at 10 µM | hit rate 0.11% among 190,000;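 active means GTP binding at least 20 percentage points away from the 100% baseline, in either direction, so actives lie on both sides; inconclusive means Compound likely fluorescent itself, or too few beads counted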
Bim-Bcl-B – inhibitors of Bim-Bcl-B interaction, human; inhibition, % at 10 µM; bead-based flow cytometry, Bim peptide-Bcl-B binding; hit rate 0.073% among 190,000; Q9HD36;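 further: 0% = tracer peptide without compound and 100% = reference inhibitor peptide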
Target sequence (Q9HD36 whole entry, looked up): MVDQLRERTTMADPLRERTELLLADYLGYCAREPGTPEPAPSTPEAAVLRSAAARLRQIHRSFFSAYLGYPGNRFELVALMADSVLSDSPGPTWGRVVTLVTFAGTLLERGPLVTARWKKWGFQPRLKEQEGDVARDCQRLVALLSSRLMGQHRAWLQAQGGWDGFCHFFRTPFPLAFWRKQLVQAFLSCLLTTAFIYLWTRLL
* = called active by the depositor; ? = inconclusive. Unless noted, no stated cut-off is given here; in the data, active means inhibition above about 40%.

Order of results: Rab7 wt modul	Cdc42 wt	Bfl-1 Bim block	Bcl-2 Bim block	Bim-Bcl-W	HRas wt GTP	Bim-Bcl-XL	Rac1 wt modul	Rab2A wt mod	Rac1 mut GTP	Bim-Bcl-B
Cc1cccc(NCCC(=O)c2ccc([N+](=O)[O-])cc2)c1C
    88	92	2	-4	-1	92	0	91	92	91	-1
O=C(CCCc1nc2ccccc2s1)NCc1ccc(F)cc1
    95	98	1	-3	-2	92	0	103	97	98	-3
O=S(=O)(NCc1cccnc1)c1ccc(Br)s1
    96	101	-3	-4	-3	101	-2	100	99	97	-3
S=C(NCCc1ccccc1)NCC(c1ccco1)N1CCCCC1 (stereo not given)
    105	97	-1	0	0	99	2	99	98	98	-4
CCC(CC)C(=O)NCCCN1CCOCC1
    98	99	1	0	-1	98	-5	103	99	97	0
O=C(CN1CCOCC1)Nc1ccccc1C(=O)O
    103	106	-11	-9	2	103	-4	110	106	102	-10
Cc1ccc(OCC(O)Cn2c(NCCc3ccccc3)nc3c2c(=O)[nH]c(=O)n3C)cc1 (stereo not given)
    102	99	-8	-5	-3	100	-8	104	101	96	0
O=C(c1ccncc1)c1ccc([N+](=O)[O-])cc1
    93	98	-6	-2	-2	94	0	100	94	91	-2
COc1ccc(OC)c2sc(Cl)nc12
    100	94	-1	-1	1	96	-4	99	97	95	-11
Cc1ccc(N/C(N)=N/c2nc(CSc3ccc(C)cc3)cc(=O)[nH]2)cc1
    98	98	-6	0	0	95	-3	92	93	93	-2
CCSc1nnc(NC(=O)C2CCCCC2C(=O)O)s1 (stereo not given)
    96	98	0	0	-1	98	-1	100	98	97	-4
CS(=O)(=O)c1ccc2nc(NC(=O)C3CCCCC3)sc2c1
    101	106	-2	-5	-2	103	1	109	102	104	-4
COc1cc(OC)cc(C(=O)N[C@H](C(=O)Nc2nc(-c3cc(OC)ccc3OC)cs2)C(C)C)c1
    95	94	0	-2	-1	98	-1	100	94	97	-1
CN(C)S(=O)(=O)c1ccc(N2CCCC2)c(C(=O)Nc2nc(-c3ccc(F)c(F)c3)cs2)c1
    101	99	0	-4	-4	102	-7	100	98	100	-7
O=C(Nc1nc2ccc(F)cc2s1)c1ccccn1
    103	99	-5	-3	-2	99	-3	101	100	96	-3
COc1ccc(CN2CCN(Cc3ccc(C)cc3)C(CCO)C2)cc1OC (stereo not given)
    96	100	-8	-7	0	100	-4	103	96	98	-5
c1coc(CNC2CCCCCCC2)c1
    105	102	-10	-8	2	102	-2	106	100	99	-7
O=C(CN1CCCC1)N1CCN(c2ccccc2)CC1
    99	104	-7	-4	-2	98	0	99	102	99	-3
O=C(CCN1C(=O)C2C3C=CC(C3)C2C1=O)Nc1c(F)cccc1F (stereo not given)
    102	105	-3	1	0	103	-2	101	105	100	-2
CCN(CC)C(=O)CSc1nnc(CNc2ccc(F)cc2)n1-c1ccccc1
    101	102	-1	-1	-2	102	-5	103	99	97	-7
CCOC(=O)C1(CCSC)NC(c2ccco2)C2C(=O)N(CC)C(=O)C21 (stereo not given)
    102	103	-10	-8	1	103	0	106	102	101	-4
CCC(=O)NC(=S)Nc1ccccc1C(=O)OC
    100	102	2	4	0	100	-1	101	99	99	0
COc1ccc(-c2c3c([nH]c(=S)c2C#N)CCC3)cc1
    95	95	-9	-7	-2	95	-4	92	92	92	-14
O=C(CC1NC2CCCCC2NC1=O)Nc1ccc2c(c1)OCO2 (stereo not given)
    95	102	-1	-2	7	99	0	101	96	98	-3
O=C1[C@H]2[C@H](ON3CCCC[C@H]23)C(=O)N1c1ccc(Cl)cc1
    92	97	-9	-2	0	96	-1	97	97	93	-2
COC(=O)COn1c(-n2nc(C)cc2C)nc2ccccc2c1=O
    103	104	-3	-6	0	103	-4	110	102	101	-5
COc1ccc(Oc2cnc3ccccc3n2)cc1
    ?	?	-8	0	-3	?	-3	?	?	?	-5
COc1ccc(N=C/C=C2/C=C(c3ccccc3)OC(C)(C)O2)cc1
    95	97	-4	0	1	95	-4	96	93	93	-8
Cc1nnc(N/N=C/c2cc(C)n(-c3ccc(F)cc3)c2C)n1N
    96	99	0	2	0	98	-2	102	98	96	1
CCOc1ccccc1-c1nc(-c2ccc(C)nc2OC)no1
    90	98	-11	-9	0	99	-2	93	94	96	-5

Remaining list, next part
compound	Rab7 wt modul	Cdc42 wt	Bfl-1 Bim block	Bcl-2 Bim block	Bim-Bcl-W	HRas wt GTP	Bim-Bcl-XL	Rac1 wt modul	Rab2A wt mod	Rac1 mut GTP	Bim-Bcl-B
Cc1ccccc1OCc1nc(-c2ccc(NC(=O)c3ccc4c(c3)OCO4)cc2)no1	96	98	-15	-10	-2	98	-15	97	95	98	-9
CCOC(=O)c1[nH]ncc1CN1CCCC(C(=O)c2ccc(OC)c(OC)c2)C1 (stereo not given)	102	99	-3	1	-3	102	0	102	99	99	-8
Cc1nc(NC(=O)c2ccc(-c3cc4ccccc4oc3=O)cc2)ccc1Br	105	104	-19	-7	-2	106	-5	107	102	105	-7
CNC(=O)C12N=CNN=C1N(C)C(=O)N2C (stereo not given)	97	98	-3	-3	-1	98	0	102	100	98	-1
CCOC(=O)C1C(c2cc(OC)c(O)c(OC)c2)NC(=S)NC1(O)C(F)(F)F (stereo not given)	101	101	-2	0	2	103	-3	103	101	98	-2
CCOc1ccc(NC(=O)COC(=O)c2cccnc2)cc1	?	?	-12	-11	-2	?	-3	?	?	?	-9
CCOC(=O)Cc1cc(=O)[nH]c(=O)[nH]1	102	95	-2	-4	0	99	-2	103	98	95	-7
c1ccc(C(c2nnnn2C2CCCC2)N2CCCCCC2)nc1 (stereo not given)	96	98	8	6	8	98	11	98	100	98	8
CC(C)N1C(=S)SC2CS(=O)(=O)C=C21 (stereo not given)	95	101	4	2	1	98	-3	100	97	97	-1
c1ccc2c(-c3nnc4n3CCCCC4)c[nH]c2c1	100	103	0	0	-1	102	-4	104	100	102	-1
NS(=O)(=O)c1cc2c(cc1Cl)NC(CSCc1ccccc1)=NS2(=O)=O	103	102	1	-1	-8	104	-3	108	100	99	-3
Cc1cccc(S(=O)(=O)NCC2CCCO2)c1 (stereo not given)	99	96	-5	-6	1	98	-4	98	96	95	0
Cc1c(NC(=O)CSc2n[nH]c(=O)n2-c2ccccc2)c(=O)n(-c2ccccc2)n1C	101	100	0	-4	-2	99	-6	104	100	98	-1
CC(=O)CCC(=O)N1CCCC(CNC(=O)c2ccc(-c3ccccc3)cc2)C1 (stereo not given)	96	97	-6	-5	0	96	-1	101	98	97	-2
O=C(O)CCN1C(=O)C2C3CC(C2C1=O)C1C(c2ccccc2)c2sc(=O)[nH]c2SC31 (stereo not given)	105	100	-1	0	-5	100	-7	98	100	97	-22
CC(C)OC(=O)C1C(=O)CC(C)(O)C(C(=O)OC(C)C)C1c1cccc([N+](=O)[O-])c1 (stereo not given)	104	92	4	0	-4	97	-2	92	98	96	2

6 entries drawn at random from those above, as already listed:
compound	Rab7 wt modul	Cdc42 wt	Bfl-1 Bim block	Bcl-2 Bim block	Bim-Bcl-W	HRas wt GTP	Bim-Bcl-XL	Rac1 wt modul	Rab2A wt mod	Rac1 mut GTP	Bim-Bcl-B
CC(=O)CCC(=O)N1CCCC(CNC(=O)c2ccc(-c3ccccc3)cc2)C1 (stereo not given)	96	97	-6	-5	0	96	-1	101	98	97	-2
CCOc1ccc(NC(=O)COC(=O)c2cccnc2)cc1	?	?	-12	-11	-2	?	-3	?	?	?	-9
NS(=O)(=O)c1cc2c(cc1Cl)NC(CSCc1ccccc1)=NS2(=O)=O	103	102	1	-1	-8	104	-3	108	100	99	-3
CCOC(=O)C1C(c2cc(OC)c(O)c(OC)c2)NC(=S)NC1(O)C(F)(F)F (stereo not given)	101	101	-2	0	2	103	-3	103	101	98	-2
Cc1nc(NC(=O)c2ccc(-c3cc4ccccc4oc3=O)cc2)ccc1Br	105	104	-19	-7	-2	106	-5	107	102	105	-7
CC(C)N1C(=S)SC2CS(=O)(=O)C=C21 (stereo not given)	95	101	4	2	1	98	-3	100	97	97	-1
